Screening data (PubChem)
M. tuberculosis HTS – M. tuberculosis growth inhibition, HTS (AID 449762); M. tuberculosis H37Rv growth inhibition, 7H9 media; higher % means a stronger effect; inhibition, % at 25 µM, or IC50 in µM where a hit was titrated; 0.59% of 330,000 active; in the data active = a potency from the dose series; inconclusive = inhibition above about 70% without an active follow-up result;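 also: bacterial growth assessed after seven days of incubation; strong numbers were not always called active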
Salmonella PhoP GFP – PhoP regulon inhibitors, Salmonella typhi PhoP promoter GFP reporter, confirmatory (AID 1850). Salmonella Typhi PhoP-promoter GFP reporter, fluorescence, 4 h; higher % means a stronger effect. 0.33% of 310,000 active. inhibition, % at 50 µM, or IC50 in µM where a hit was titrated; in the data active = a potency from the dose series; inconclusive = inhibition mostly from about 25% at the one dose, without a potency; inactive = the rest, 99 in 100 with inhibition below about 19%;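 also: 0% = induced wells with vehicle and 100% = uninduced wells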
VEEV TC-83 Vero – inhibitors of VEEV TC-83 cytopathic effect, confirmation, Vero cells (AID 588727). Vero cells, VEEV TC-83 cytopathic effect inhibition; higher % means a stronger effect. inhibition, % at 20 µM; hits with a dose series show IC50 in µM. 0.13% of 350,000 active; in the data active = a potency from the dose series; inconclusive = inhibition mostly from about 14% at the one dose, without a potency; inactive = the rest, 99 in 100 with inhibition below about 12%; also: strong numbers were not always called active
influenza NS1A – H1N1 influenza NS1A inhibitors, functional cell based assay (AID 504329); NS1A functional cell-based assay, percent inhibition; higher % means a stronger effect; 0.3% of 340,000 active; one-dose inhibition, % at 12.5 µM; IC50 in µM for titrated hits; in the data active = a potency from the dose series; inconclusive = inhibition above about 27% without an active follow-up result; also: strong numbers were not always called active
M. tuberculosis – growth inhibition of non-replicating M. tuberculosis (AID 488890); Mycobacterium tuberculosis non-replicating, growth inhibition; higher % means a stronger effect; one-dose inhibition, % at 25 µM; IC50 in µM for titrated hits; 0.39% of 320,000 active; in the data active = a potency from the dose series; inconclusive = inhibition mostly from about 82% at the one dose, without a potency; inactive = the rest, 99 in 100 with inhibition below about 76%;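 also: plate controls were DMSO cells for no effect and high antibiotic wells for full effect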
VEEV TC-83 Vero 10K pilot screen – also measured in VEEV TC-83 Vero; calls as there; inhibition, %; measured here: 10K pilot screen inhibition
Active calls of the source: *; i = inactive; ? = inconclusive; nt = not tested or not shown.

SMILES	M. tuberculosis HTS	Salmonella PhoP GFP	VEEV TC-83 Vero	influenza NS1A	M. tuberculosis	others
Nc1nc(SCC(=O)Nc2ccc(Cl)cc2)[nH]c(=O)c1-c1ccccc1	2%	-1%	1.5%	-9%	4%
Cc1cc(NC(=O)c2c(Br)cnn2C)no1	nt	nt	5.1%	-2%	nt
O=[N+]([O-])c1ccccc1S(=O)(=O)c1ccccc1	-2%	-12%	i	-7%	1%
CCOC(=O)c1sc2nc(NC(=O)C3CC3)sc2c1C	4%	2%	6.3%	-2%	8%
CN(C)S(=O)(=O)c1cccc(NC(=O)Cn2cnc3ccccc3c2=O)c1	-2%	-6%	0.9%	5%	-6%
COc1ccc(C2(O)CN(c3ccc(C)cc3)C3=[N+]2CCCC3)cc1 (stereo unspecified)	-5%	5%	0.4%	-4%	9%
Cc1cn(-c2cccnc2)c(C)c1CNC[C@H]1O[C@@H](n2cnc3c(N)ncnc32)[C@H](O)[C@@H]1O	2%	nt	0.5%	-27%	-11%
Cc1cccc(N2C(=O)C(Cc3ccccc3)NC2=S)c1 (stereo unspecified)	-2%	0%	0.1%	-14%	45%
Cn1cnnc1SC(C(=O)Nc1cc(Cl)cc(Cl)c1)c1ccccc1 (stereo unspecified)	2%	-15%	7.0%	-6%	20%
CCCc1cc(=O)[nH]c(Nc2cc(OC)ccc2OC)n1	2%	8%	0.5%	3%	0%
N#Cc1c(N(CCO)CCO)nc(N)c2c(N)nc3c(c12)CC(=O)N3Cc1cccs1	9%	-2%	1.6%	-5%	9%
O=C(CCSCCc1ccccn1)Nc1ccc(Br)cn1	nt	3%	1.1%	6%	nt	VEEV TC-83 Vero 10K pilot screen=2.2
CCOC(=O)C(=O)Nc1ccccc1C(=O)NCc1ccccc1	10%	-2%	1.3%	-18%	15%
CN(C(=O)CSc1nc(N)nn1-c1ccccc1)c1ccccc1	0%	-20%	0.7%	-3%	-3%
COc1cccc(NC(=O)CSc2nnc(Cn3c(=O)sc4ccccc43)n2C)c1	-3%	5%	i	1%	-16%
CCOC(=O)c1ccc(NC(=O)CSc2nc(N)c(NC(=O)c3ccc(Br)o3)c(=O)[nH]2)cc1	-15%	-6%	0.2%	-11%	-16%
CCS(=O)(=O)N1CCC(NC(=O)C(Cc2cccc(OC)c2OC)NC(C)=O)CC1 (stereo unspecified)	nt	nt	i	24%	nt
Cc1ccc(S(=O)(=O)N(C)C)cc1NC(=O)COC(=O)CNC(=O)c1cccs1	-14%	-10%	i	6%	-17%
CCOC(=O)[C@@H]1[C@H]2COc3cc(OC)ccc3[C@H]2N2C(=O)N(c3ccccc3)C(=O)[C@]12C	4%	nt	0.5%	4%	14%
CCCNC(=O)c1ccc2c(=O)n(Cc3ccco3)c(=S)[nH]c2c1	4%	7%	0.9%	-1%	2%
O=C(C1CCC(=O)N(C2CCCC2)C1)N1CCN(Cc2cccc(Cl)c2)CC1 (stereo unspecified)	-23%	-5%	1.4%	0%	-9%
COC(=O)c1ccsc1NC(=O)CSc1nnnn1Cc1ccccc1	2%	-4%	9.2%	-10%	40%
COc1ccc(-c2nn3c(-c4ccccc4)nnc3s2)cc1OC	21%	-4%	6.0%	26%	17%
CC(=O)Nc1ccc(N2C(=O)CSC2c2ccc(F)cc2)cc1 (stereo unspecified)	4%	5%	2.0%	8%	-5%
COc1cccc(NC(=O)CN(C)C(C)C(=O)Nc2ccc(S(=O)(=O)N3CCCC3)cc2)c1 (stereo unspecified)	-2%	5%	2.5%	-1%	-3%
CCn1c(-c2ccsc2)nc2c1c(=O)[nH]c(=O)n2Cc1ccccc1	-2%	-5%	1.2%	10%	10%
NC(=O)c1ccsc1NC(=O)COC(=O)[C@@H]1CCCN1C(=O)c1cccs1	nt	nt	0.2%	1%	nt
O=[N+]([O-])c1ccc(CNCc2cc(Cl)ccc2O)cc1	1%	-8%	7.0%	16%	71%
O=C1CCN=C(Nc2ccc(F)cc2)N1Cc1ccccc1	2%	3%	0.7%	-1%	6%
CCOC(=O)CC(NS(=O)(=O)c1ccc(OC)c(OC)c1)c1cccc([N+](=O)[O-])c1 (stereo unspecified)	-13%	-10%	1.2%	-7%	-5%
COc1ccccc1N(C(=O)CNC(=O)c1ccco1)C(C(=O)NC1CCCCC1)c1ccncc1 (stereo unspecified)	0%	8%	1.4%	-3%	3%
CCCCCn1c(=O)c(C(=O)c2ccccc2)nc2ccccc21	6%	-14%	i	6%	39%
CC(=O)c1cnn(-c2ccc(Cl)c(Cl)c2Cl)c1C	1%	-3%	i	nt	8%
Cc1cccn2c(NCc3ccc4c(c3)OCO4)c(-c3ccc(O)cc3)nc12	-2%	-1%	1.2%	-4%	27%	VEEV TC-83 Vero 10K pilot screen=1.2
CCOc1ccccc1Nc1cc(C)nc2nnnn12	-6%	4%	2.6%	-2%	-4%
CN(C(=O)c1cccc(NC(=O)Cc2cccc(NC(=O)C3CCCN(C(=O)C4CCCC4)C3)c2)c1)C1CC1 (stereo unspecified)	nt	nt	0.1%	-6%	nt
CC1CCC(C#N)(N(C)C(=O)CSc2nnc(C3CC3)n2C2CC2)CC1 (stereo unspecified)	-2%	nt	5.5%	-5%	-16%
Cc1[nH]n(-c2ccccc2)c(=O)c1/C=N/N(c1ccccc1)c1ccccc1	62%	-1%	i	2%	18%
NNC(=O)CSc1nc(-c2ccccc2)cn1-c1ccccc1	1%	-2%	i	-10%	-4%
CCC(C)(C)c1ccc(OCCCC[n+]2ccc(C)cc2)c(C(C)(C)CC)c1	10µM*	7%	nt	nt	?

2 successive entries from above, quoted:
SMILES	M. tuberculosis HTS	Salmonella PhoP GFP	VEEV TC-83 Vero	influenza NS1A	M. tuberculosis	others
NNC(=O)CSc1nc(-c2ccccc2)cn1-c1ccccc1	1%	-2%	i	-10%	-4%
CCC(C)(C)c1ccc(OCCCC[n+]2ccc(C)cc2)c(C(C)(C)CC)c1	10µM*	7%	nt	nt	?

(continued)
SMILES	M. tuberculosis HTS	Salmonella PhoP GFP	VEEV TC-83 Vero	influenza NS1A	M. tuberculosis	others
C/C(Cn1cnc([N+](=O)[O-])n1)=N\NC(=O)c1cccnc1	1%	-12%	i	2%	2%
CCC(=O)Nc1c(-c2ccc3ccccc3c2)nc2ccccn12	2%	0%	7.7%	18%	-14%
CCCNC(=O)C1CCN(S(=O)(=O)c2ccc(-c3nn[nH]n3)cc2)CC1	-4%	4%	0.4%	-3%	15%
COc1ccc(C(=O)COC(=O)c2ccc(-n3cnnn3)cc2)c(OC)c1	-3%	-4%	2.6%	4%	-5%
CCn1c(SCC(=O)Nc2ccccc2)nc2c1c(=O)n(C)c(=O)n2C	-4%	2%	1.6%	-3%	-5%
CC(C)(C)Nc1nc(N2CCCC2)nc(N2CCCC2)n1	9%	0%	?	-2%	59%
CC(=O)Nc1nonc1-c1nc2ccccc2n1Cc1ccccc1	-3%	4%	3.3%	-12%	-1%
O=C(O)CC(NC(=O)C12CC3CC(CC(C3)C1)C2)c1cccc([N+](=O)[O-])c1 (stereo unspecified)	-1%	-3%	3.5%	-10%	-11%
O=C(Nc1cccc(-c2nc3ncccc3o2)c1)c1cc2ccccc2o1	?	11%	7.1%	12%	-8%
O=C1c2ccccc2N2C(=O)c3ccccc3[C@H]2N1c1ccccc1	-10%	5%	8.8%	-11%	16%
Cc1[nH]c2ccccc2c1C(=O)C(=O)Nc1ccc2c(c1)OCCO2	9%	1%	10%	0%	21%
C/C(CC(=O)Nc1ccc(N(C)C)cc1)=N\NC(=O)c1ccc(Cl)cc1Cl	0%	-2%	0.4%	0%	47%
Cc1cc(C)n(CCN(C)C(=O)C2CCC(=O)N(CCc3cccc(F)c3)C2)n1 (stereo unspecified)	0%	6%	1.5%	6%	-21%
CCOc1ccc(NC(=O)CSc2nnc(C3CC3)n2C)cc1S(=O)(=O)N1CCCCC1	-9%	nt	6.1%	-3%	9%
S=C1NC2(CCCCC2)Cc2ccccc21	6%	0%	0.9%	15%	12%
CC(C)N1CCN(Cc2ccc(-c3ccccc3)cc2)CC1CCO (stereo unspecified)	6%	-2%	i	-3%	34%
O=C(O)C1=C[C@H](c2ccc(C(F)(F)F)cc2)C[C@H](OCc2ccc(CO)cc2)O1	-2%	-31%	i	1%	8%	VEEV TC-83 Vero 10K pilot screen=0.3
COc1ccc(C2=NOC(C(=O)Nc3ccc4c(c3)OCO4)C2)cc1 (stereo unspecified)	0%	13%	1.6%	3%	29%
CSc1nn2c(C(F)(F)F)cc(C(F)(F)F)nc2c1C(=O)O	2%	0%	0.9%	-6%	-4%
O=[N+]([O-])c1c(-c2cn[nH]c2)n[nH]c1-c1cn[nH]c1	-7%	6%	1.8%	-14%	-11%
Cc1ccc2nc(C(O)C(O)c3nc4ccc(C)cc4[nH]3)[nH]c2c1 (stereo unspecified)	-5%	-2%	6.4%	1%	56%	VEEV TC-83 Vero 10K pilot screen=5.7
CSc1ccc(/C=C/C(=O)OCC(=O)NC2CCS(=O)(=O)C2)cc1 (stereo unspecified)	-1%	nt	3.0%	-7%	-17%
Cn1c(CCNC(=O)C2CCCCC2)nc2cc(NC(=O)c3cccs3)ccc21	nt	nt	1.0%	0%	nt
CCOc1cc(/C=N/NC(=O)N/N=C/c2ccc(O)c(OCC)c2)ccc1O	0%	5%	10%	nt	17%
CCn1c2ccccc2c2nc3cc(S(=O)(=O)N4CCOCC4)ccc3nc21	nt	nt	4.3%	-14%	nt
Cc1cccc(C)c1OCc1cn(CC(=O)c2ccc(O)cc2)nn1	nt	nt	i	2%	nt
CCOC(=O)CN(C(=O)CSc1nnc(Cc2ccccc2)n1-c1ccc(C)cc1)c1ccccc1	-8%	-2%	9.2%	8%	23%
COc1ccccc1CN1CC(C(=O)N2CCC(C(=O)c3ccccc3)CC2)CCC1=O (stereo unspecified)	5%	-18%	i	6%	16%
C=CCC(NC(C)c1ccccc1)c1ccco1 (stereo unspecified)	nt	-1%	i	-20%	nt
CCc1ccc(S(=O)(=O)N2CCN(C(=O)c3cccnc3)CC2)cc1	0%	2%	0.0%	-7%	-5%
O=C(Nc1ccccc1N1CCCC1)c1cc(=O)[nH]c2ccccc12	nt	nt	10%	-15%	nt
CC1=C(C)CC(C(=O)NCCc2ccccc2)C(C(=O)O)C1 (stereo unspecified)	8%	-10%	1.4%	-10%	10%
Cc1ccc(C(C(=O)NC2CCCC2)N(C(=O)Cc2cccs2)c2ccc3c(c2)OCCO3)cc1 (stereo unspecified)	-1%	0%	i	-8%	4%
O=C(Nc1ccccc1C(=O)NCc1ccccc1)c1ccccc1Br	4%	-7%	6.9%	-8%	11%

Structural class: the compounds so far containing an aryl methoxy group.
SMILES	M. tuberculosis HTS	Salmonella PhoP GFP	VEEV TC-83 Vero	influenza NS1A	M. tuberculosis	others
COc1ccc(C2(O)CN(c3ccc(C)cc3)C3=[N+]2CCCC3)cc1 (stereo unspecified)	-5%	5%	0.4%	-4%	9%
CCCc1cc(=O)[nH]c(Nc2cc(OC)ccc2OC)n1	2%	8%	0.5%	3%	0%
COc1cccc(NC(=O)CSc2nnc(Cn3c(=O)sc4ccccc43)n2C)c1	-3%	5%	i	1%	-16%
CCS(=O)(=O)N1CCC(NC(=O)C(Cc2cccc(OC)c2OC)NC(C)=O)CC1 (stereo unspecified)	nt	nt	i	24%	nt
CCOC(=O)[C@@H]1[C@H]2COc3cc(OC)ccc3[C@H]2N2C(=O)N(c3ccccc3)C(=O)[C@]12C	4%	nt	0.5%	4%	14%
COc1ccc(-c2nn3c(-c4ccccc4)nnc3s2)cc1OC	21%	-4%	6.0%	26%	17%
COc1cccc(NC(=O)CN(C)C(C)C(=O)Nc2ccc(S(=O)(=O)N3CCCC3)cc2)c1 (stereo unspecified)	-2%	5%	2.5%	-1%	-3%
CCOC(=O)CC(NS(=O)(=O)c1ccc(OC)c(OC)c1)c1cccc([N+](=O)[O-])c1 (stereo unspecified)	-13%	-10%	1.2%	-7%	-5%
COc1ccccc1N(C(=O)CNC(=O)c1ccco1)C(C(=O)NC1CCCCC1)c1ccncc1 (stereo unspecified)	0%	8%	1.4%	-3%	3%
COc1ccc(C(=O)COC(=O)c2ccc(-n3cnnn3)cc2)c(OC)c1	-3%	-4%	2.6%	4%	-5%
COc1ccc(C2=NOC(C(=O)Nc3ccc4c(c3)OCO4)C2)cc1 (stereo unspecified)	0%	13%	1.6%	3%	29%
COc1ccccc1CN1CC(C(=O)N2CCC(C(=O)c3ccccc3)CC2)CCC1=O (stereo unspecified)	5%	-18%	i	6%	16%
